Screening results from PubChem BioAssay.
CSN deneddyl inh – inhibitors of human CSN-mediated cullin deneddylation; Q92905; hit rate 0.38% among 360,000; Purified CSN, SCF-Nedd8-OG deneddylation, fluorescence polarization; AID 651999; inhibition, % at 12.5 µM;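 active = pattern-corrected inhibition above about 35%, with an unprinted fluorescence ratio check between 0.5 and 1.5, limit read from the data, passing the limit was not always enough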;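 note: 0% = enzyme with substrate and 100% = substrate without enzyme; some results filed as inactive read as strong as hits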
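Assay system: purified human Csn5 enzyme expressed in HEK293T cells; Input: 0.24 nM Csn5 enzyme, final concentration; Reagent: 10 nM SCFSkp2-Nedd8OG; Compound dosing: 12.5 µM single point; Times: reaction 90 min, room temperature; Technique: fluorescence polarization readout.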
Neddyl block – blocks human cullin neddylation; hit rate 0.58% among 360,000; TR-FRET cullin neddylation, biochemical; calls only at 25 µM; AID 651699; in the data active = inhibition above about 36%
Target sequence (P61081 whole entry, looked up): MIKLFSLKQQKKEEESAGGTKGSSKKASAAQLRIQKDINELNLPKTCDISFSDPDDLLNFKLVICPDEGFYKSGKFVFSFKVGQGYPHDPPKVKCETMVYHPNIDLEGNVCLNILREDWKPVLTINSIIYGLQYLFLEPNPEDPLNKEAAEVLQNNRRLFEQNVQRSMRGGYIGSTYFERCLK
Target sequence (Q13564 whole entry, looked up): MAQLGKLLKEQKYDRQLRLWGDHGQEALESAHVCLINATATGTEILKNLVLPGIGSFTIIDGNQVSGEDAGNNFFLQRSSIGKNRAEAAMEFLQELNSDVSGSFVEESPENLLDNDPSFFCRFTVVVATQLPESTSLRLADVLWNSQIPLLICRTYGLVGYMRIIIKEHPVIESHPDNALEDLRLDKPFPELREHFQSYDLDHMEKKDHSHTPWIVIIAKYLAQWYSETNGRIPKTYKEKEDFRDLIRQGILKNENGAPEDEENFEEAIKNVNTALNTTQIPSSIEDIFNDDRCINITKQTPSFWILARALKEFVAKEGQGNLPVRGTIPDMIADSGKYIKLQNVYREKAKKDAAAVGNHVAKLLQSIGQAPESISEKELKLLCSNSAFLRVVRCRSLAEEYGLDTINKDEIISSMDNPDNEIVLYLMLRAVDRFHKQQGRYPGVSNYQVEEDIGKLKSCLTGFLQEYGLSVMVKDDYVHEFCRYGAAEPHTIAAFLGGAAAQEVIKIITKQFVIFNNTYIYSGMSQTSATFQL
SKN-1 block – inhibitors of C. elegans SKN-1. C. elegans VP596 Pgst-4::GFP/RFP ratio, acrylamide-induced, 24 h. AID 624304. inhibition, % at 21.8 µM. hit rate 0.49% among 360,000;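 active = interference check ratio from 0.5 to 1.5 plus GFP to RFP signal ratio inhibition reaching or exceeding a fixed threshold, cut at about 30% in these data, passing the limit was not always enough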; note: some compounds called inactive have numbers as strong as hits
FAS-TE inh – blocks the thioesterase domain of human fatty acid synthase; recombinant FAS-TE, OMFH fluorogenic substrate, fluorescence endpoint; inhibition, % at 15 µM; hit rate 0.67% among 360,000; AID 602261;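 active = compounds whose normalised, plate-corrected inhibition of enzyme fluorescence in the single-dose primary screen is 50% or more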;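 note: 0% = DMSO with enzyme and 100% = substrate without enzyme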
NadD inh – inhibitors of Staphylococcus aureus NadD; purified NadD enzyme, colorimetric absorbance read-out; inhibition, % at 20 µM; hit rate 0.78% among 360,000; in the data active = inhibition above about 26%; note: some compounds past the cut are filed as inactive
Rin1-Abl PPI inh – human Rin1-Abl interaction inhibition; hit rate 0.4% among 360,000; TR-FRET Rin1/Abl binding, biochemical; inhibition, % at 7.35 µM; P00519+Q13671; AID 588664; in the data active = inhibition above about 5%, passing the limit was not always enough
MT1-MMP act inh – MT1-MMP (human) activation inhibition; P50281; HT1080 RFP-PRO-GFP cells, GFP/RFP ratio fluorescence, overnight; percent of plate control window, DMSO zero; GFP/RFP ratio change, % at 20 µM; hit rate 0.061% among 360,000; AID 651647;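 active = GFP/RFP ratio change of at least 30% with cell ATP level not reduced by more than half and red fluorescence within 50% of control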; note: strong numbers were not always called active
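Assay system: HT1080 RFP-PRO-GFP cells. Benchmarks: DMSO vehicle wells and RFP-L50D-GFP reporter cell wells. Times: overnight cell settling, then overnight compound exposure, 37 °C, 5% CO2. Compound: 20 µM single dose, 1% DMSO. Read-out basis: GFP/RFP fluorescence ratio.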
PABP1 MLLE inh – blocks PAM2 peptide binding to the PABP1 MLLE domain | P11940 | hit rate 0.36% among 360,000 | inhibition, % at 20 µM | GST-MLLE / FITC-PAM2 fluorescence polarization; in the data active = inhibition above about 35%, passing the limit was not always enough;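 note: plate controls were DMSO wells with GST-MLLE for no effect and wells lacking GST-MLLE protein for full effect; some results filed as inactive read as strong as hits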
Rpn11 inh – inhibitors of human proteasome Rpn11. human 26S proteasome, Ub4-pepOG fluorescence polarization; 20S core pre-blocked with epoxomicin. O00487. hit rate 0.59% among 360,000. calls only at 20 µM;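 active = inhibition at 20 µM, scaled to each plate's controls, above about 33%, limit read from the data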
Target sequence (O00487 whole entry, looked up): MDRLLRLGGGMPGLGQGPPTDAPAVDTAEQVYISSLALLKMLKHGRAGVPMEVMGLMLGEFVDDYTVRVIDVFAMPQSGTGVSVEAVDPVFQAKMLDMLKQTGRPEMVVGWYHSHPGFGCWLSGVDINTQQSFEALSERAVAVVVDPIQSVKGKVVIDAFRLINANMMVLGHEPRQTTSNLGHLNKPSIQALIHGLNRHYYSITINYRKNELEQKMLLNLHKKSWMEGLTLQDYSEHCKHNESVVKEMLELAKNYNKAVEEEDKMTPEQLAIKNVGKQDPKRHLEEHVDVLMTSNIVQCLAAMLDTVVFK
* marks the source's active call; other numbers are inactive results; i = inactive; . = not tested or not shown; + = active, no number. Outcome played no part in choosing rows (roughly 3.9% active in at least one column).

SMILES | CSN deneddyl inh | Neddyl block | SKN-1 block | FAS-TE inh | NadD inh | Rin1-Abl PPI inh | MT1-MMP act inh | PABP1 MLLE inh | Rpn11 inh
COc1ccc(Cc2nc3ccc(C(=O)N(C)CCc4cnn(C)c4)cc3o2)cc1OC | 5 | i | 2 | -7 | 5 | 3 | 2 | 2 | i
COc1ccccc1CN1CCC(n2nccc2NC(=O)c2ccccc2Cl)CC1 | -4 | i | 18 | -6 | 0 | -2 | 0 | -9 | i
Cc1cccc(C(=O)Nc2cccc(-c3cnc4ccccc4n3)c2)c1 | 0 | i | 5 | 9 | -4 | 5 | 8 | 2 | i
COc1cc(Cl)ccc1OCc1cc(C(=O)N2CCCCCCC2)no1 | -2 | i | 0 | 18 | -10 | 2 | 2 | -2 | i
CC(C)Cc1nc2oc3c(NCC(C)O)ncnc3c2c2c1CCCC2 (centres undefined) | 5 | . | -9 | 8 | -12 | 4 | 9 | -14 | i
COc1ccc(CCNC(=O)Cc2ccc(C)cc2)cc1OC | 3 | i | -15 | -4 | 4 | 3 | -1 | -8 | i
O=[N+]([O-])c1ccc(S(=O)(=O)N(CC(O)CN2CCCCC2)c2ccccc2)cc1 (centres undefined) | 0 | i | 6 | -2 | -2 | 2 | 4 | 0 | i
COc1ccc(Cc2nnc(SC)[nH]c2=O)cc1 | -1 | i | -1 | -5 | 1 | -1 | 3 | -9 | i
CSc1ccc(S(=O)(=O)NCC(=O)OCC(=O)N(C)C2CCCCC2)cc1[N+](=O)[O-] | 1 | i | -18 | 8 | -5 | 3 | 6 | -10 | i
S=C(NCCc1ccccc1)N1CCN(C(=S)NCCc2ccccc2)CC1 | -5 | i | 10 | -1 | -3 | -3 | 2 | -103 | i
CC(=O)OC[C@H]1O[C@@H](Sc2cccc3cccnc23)[C@H](OC(C)=O)[C@@H](OC(C)=O)[C@H]1OC(C)=O | 4 | . | -1 | -11 | 2 | -2 | -2 | 14 | i
Cc1ccc(OCc2csc(N)n2)cc1 | 1 | i | 4 | -1 | -2 | -4 | 7 | -5 | i
Cc1sc2nc(SCC(=O)Nc3ccc(S(N)(=O)=O)cc3)[nH]c(=O)c2c1C | -1 | i | 8 | -5 | -1 | 0 | -4 | -10 | i
Nc1ccc(OCCCc2c(N)nc(N)nc2N)cc1 | 30 | i | 19 | -3 | 44* | -4 | -6 | -13 | +
COc1ccc(CNC(=O)CN(C)S(=O)(=O)c2ccc3c(c2)OCCO3)cc1OC | -4 | i | -3 | -5 | -2 | 4 | 1 | 9 | i
O=C(Nc1ccsc1C(=O)O)c1ccccc1 | 3 | i | -6 | -6 | -7 | 3 | 2 | 0 | i
CCOC(=O)C1Oc2ccccc2C(c2ccoc2)=C1C(=O)OC (centres undefined) | -1 | i | -1 | -4 | 0 | -4 | -3 | 11 | i
OC(c1ccccc1)C(O)c1ccccc1 (centres undefined) | -2 | i | -11 | -6 | -4 | 2 | -2 | 4 | i
CCOC(=O)Nc1ccc2c(c1)N(C(=O)CCN(CC)CC)c1ccccc1S2=O (centres undefined) | 0 | i | 15 | -4 | -1 | 3 | -13 | -20 | i
CCOC(=O)c1[nH]ncc1CN1CCC(Cc2cccc(OC)c2)(C(=O)OCC)CC1 | 1 | i | -12 | -3 | -7 | 0 | 1 | 3 | i
COc1ccccc1/C=C1\SC(=S)N(NS(=O)(=O)c2ccccc2)C1=O | 6 | i | 4 | 7 | -3 | 7 | -1 | -1 | i
COCCCNC(=O)CCCOc1ccccc1 | -3 | i | 1 | -3 | 0 | 2 | 3 | 3 | i
CCCn1c2c(c(O)c(C(=O)NCCCN(CC)CC)c1=O)CCCC2 | 1 | i | 5 | -6 | -5 | -1 | -9 | 0 | i
CCN=C1SC(C(=O)Nc2cccc(C)c2)CC(=O)N1CC (centres undefined) | 1 | i | -10 | -2 | 1 | -1 | 7 | 3 | i
CC(C)CCC1(CCNC(=O)c2cccs2)CCOC(C)(C)C1 (centres undefined) | 0 | i | -1 | 10 | -5 | -3 | 0 | -2 | i
N#Cc1c(-c2ccccc2)[nH]c(=S)[nH]c1=O | -5 | i | -14 | -6 | -2 | 3 | -1 | 28 | i
CNC(=O)c1ccc(-n2nc(C)cc2-c2ccccc2)cc1 | 0 | i | 0 | -6 | -1 | 2 | 0 | -2 | i
OC[C@H]1OC(O)[C@@H](O)[C@@H](O)[C@@H]1O (some centres undefined) | -2 | i | 14 | -1 | -4 | -5 | -1 | 5 | i
O=C(Nc1ccccc1O)/C(=C\c1ccccc1)NC(=O)c1ccccc1 | 3 | i | -2 | -6 | 1 | 0 | . | -1 | i
COC(=O)CC1=C(C(=O)OC)C(c2ccc3c(c2)OCO3)C(C#N)=C(N)O1 (centres undefined) | -1 | i | -13 | -1 | -5 | 4 | -7 | 15 | i
COc1cc(OC)nc(S(C)(=O)=O)n1 | 0 | i | -4 | -8 | 3 | -1 | 2 | -1 | i
Cc1ccc(S(=O)(=O)N2CCOCC2)cc1C(=O)Nc1nc2ccccc2[nH]1 | -4 | i | -9 | -3 | 5 | 0 | 2 | -7 | i
Cc1cc2c(cc1C)NC(c1c(C)n(C)n(-c3ccccc3)c1=O)C1=C(CC(C)(C)CC1=O)N2 (centres undefined) | -3 | i | -21 | -18 | 2 | -2 | -39 | 83 | i
CC(Nc1ncnc2nc[nH]c12)c1ccccc1 (centres undefined) | -2 | i | -9 | -12 | -5 | -2 | 1 | -16 | i
Cc1ccc(S(=O)(=O)N(CC(=O)Nc2ccccc2C(=O)O)c2ccccc2C)cc1 | -8 | i | -5 | 1 | -1 | 1 | 6 | 1 | i
CCOC(=O)c1c(C)[nH]c(NC(=O)Nc2c(C)n(C)n(-c3ccccc3)c2=O)c1C | 2 | i | 11 | -3 | 10 | 3 | -29 | 11 | i
CC(=O)c1cccc(NC(=O)CCS(=O)(=O)c2cc3c(cc2C)NC(=O)CO3)c1 | -5 | i | 12 | -6 | 1 | -4 | 2 | 5 | i
CCc1c(C)nc2cc(-c3cc(OC)cc(OC)c3)nn2c1N1CCN(CCN2CCOCC2)CC1 | 0 | i | -1 | -4 | 0 | -2 | 5 | 3 | i
CCOC(=O)C1(C)CCN1C(=O)c1ccco1 (centres undefined) | 0 | i | 10 | -5 | 5 | 1 | -2 | 3 | i
Cc1cc2oc(=O)cc(CN3CCCC3)c2cc1Cl | -5 | i | 8 | -1 | 3 | -5 | 4 | 7 | i
O=C(COC(=O)C1CCC(=O)N1)Nc1ccc(Br)cc1 (centres undefined) | 4 | i | 2 | -4 | -1 | -2 | 1 | -19 | i
CSC1=NC(C(Cl)(Cl)Cl)N=C(c2ccccc2)N1 (centres undefined) | -6 | i | 13 | -2 | -6 | 1 | 1 | 11 | i
CCOC(=O)N1CCC(Nc2c(Nc3cccc(CC)c3)c(=O)c2=O)CC1 | 4 | i | 7 | -2 | -3 | 1 | -10 | -5 | i
c1ccc(CCN2CCN=C2Nc2ccccc2)cc1 | 4 | i | -2 | -10 | 3 | 1 | 3 | 6 | i
CCC(CC)C(=O)c1c[nH]c(C(=O)NCc2ccncc2)c1 | -3 | i | -7 | -4 | -3 | -2 | -2 | -1 | i
CCCCn1c(N)c(N(Cc2ccccc2OC)C(=O)COc2ccc(C)cc2)c(=O)[nH]c1=O | -4 | i | -1 | -3 | -3 | 2 | 0 | 10 | i
CCc1cc(=O)oc2c(CN3CCN(C)CC3)c(O)c(Cl)cc12 | 3 | . | -14 | -10 | 5 | -1 | -2 | -2 | i
CS(=O)(=O)c1ccc(-c2csc(-c3cccnc3)n2)cc1 | 4 | i | 10 | 58* | -2 | -6 | -1 | -7 | i
C=CCNC(=O)C1CC(=O)N(c2ccc(OCc3ccc(F)cc3)cc2)C1 (centres undefined) | 4 | i | 12 | -2 | -1 | 2 | 3 | 2 | i
CCN1CCN(C(C(=O)NC2CCCC2)c2ccc(Cl)cc2)CC1 (centres undefined) | 28 | i | 16 | -5 | -5 | -3 | -4 | 2 | i
CN1CCN(C(=S)Nc2ccc(Cl)cc2)CC1 | -3 | i | 2 | -10 | 1 | 5 | 3 | -15 | i
CC1(CCc2ccccc2)NC(=O)N(CC(=O)N2CCc3ccccc32)C1=O (centres undefined) | 4 | i | 12 | 5 | -6 | 0 | 2 | -5 | i
Cc1cccc(C)c1NC(=O)CN(C)C(=O)c1ccc(OCc2ccccc2)cc1 | 1 | i | 22 | 5 | -5 | -5 | 7 | -3 | i
Cc1ccc(S(=O)(=O)N2CC(O)C[C@H]2C(=O)OCC(=O)c2ccccc2)cc1 (some centres undefined) | -7 | i | -12 | -3 | -3 | -1 | 3 | -17 | i
CCOC(=O)c1cc2n(n1)C(C(F)(F)F)CC(C)N2 (centres undefined) | 0 | i | -2 | -4 | 0 | 1 | 2 | -15 | i
CCOCCn1c(SCCCc2ccccc2)nc2c1c(=O)[nH]c(=O)n2C | -1 | i | -9 | -1 | 1 | -1 | 5 | 3 | i
CCCCCc1c(-c2ccc(F)cc2F)ncn1CCc1ccccc1OC | -1 | i | 12 | 26 | 5 | . | -3 | . | .
Cc1cccc(C(=O)OCC(=O)N2CCN(C(=O)c3ccco3)CC2)c1O | -2 | i | -7 | -5 | -1 | -2 | 2 | -12 | i
C=CCc1ccc(OCCCCOc2ccc(C(=O)O)cc2)c(OC)c1 | -1 | i | -8 | 1 | -2 | 1 | 5 | -6 | i
COc1ccc(CNC(=O)CN(C(=O)CCC(=O)Nc2nccs2)c2ccc(C)cc2)cc1 | 2 | i | -19 | 0 | -3 | 3 | 0 | -8 | i

Printed as active in Rpn11 inh, of those listed so far:
structure | CSN deneddyl inh | Neddyl block | SKN-1 block | NadD inh | Rin1-Abl PPI inh | MT1-MMP act inh | PABP1 MLLE inh | Rpn11 inh
Nc1ccc(OCCCc2c(N)nc(N)nc2N)cc1 | 30 | i | 19 | 44* | -4 | -6 | -13 | +

The listing continues.
SMILES | CSN deneddyl inh | Neddyl block | SKN-1 block | FAS-TE inh | NadD inh | Rin1-Abl PPI inh | MT1-MMP act inh | PABP1 MLLE inh | Rpn11 inh
COc1cc2c(cc1OC)CN(S(=O)(=O)c1ccc(Cl)nc1)CC2 | 2 | i | 0 | 1 | -4 | 2 | 0 | 6 | i
COCCNc1nc(-c2ccc(OC)cc2)c(-c2ccc(OC)cc2)s1 | -5 | i | -7 | 20 | -12 | -3 | -1 | -9 | i
CCn1c(=S)[nH]c2sc3c(c2c1=O)CCCCC3 | 1 | i | 14 | -8 | 5 | -2 | 3 | 13 | i
Nc1cc(N)nc(SCC(=O)N2CCc3ccccc32)n1 | -3 | i | 5 | -3 | 4 | 0 | -3 | -5 | i
COc1ccc2c(c1)c(=O)cc(C)n2CC(=O)NCc1ccco1 | 0 | i | 14 | -2 | -2 | -2 | 3 | -12 | i

Sorted by the number under CSN deneddyl inh (high to low): 5 from the list above
compound,CSN deneddyl inh
O=C(Nc1ccsc1C(=O)O)c1ccccc1,3
CCOC(=O)c1[nH]ncc1CN1CCC(Cc2cccc(OC)c2)(C(=O)OCC)CC1,1
CCOC(=O)Nc1ccc2c(c1)N(C(=O)CCN(CC)CC)c1ccccc1S2=O (centres undefined),0
N#Cc1c(-c2ccccc2)[nH]c(=S)[nH]c1=O,-5
Cc1ccc(S(=O)(=O)N2CC(O)C[C@H]2C(=O)OCC(=O)c2ccccc2)cc1 (some centres undefined),-7
